High-throughput results as filed in PubChem.
HDAC3 inhib: inhibitors of human histone deacetylase 3; recombinant HDAC3, fluorogenic peptide/trypsin coupled, fluorescence; inhibition, % at 8.3 µM; hit rate 0.15% among 320,000; in the data active = inhibition above about 26%, passing the limit was not always enough
Target sequence (O15379 whole entry, looked up): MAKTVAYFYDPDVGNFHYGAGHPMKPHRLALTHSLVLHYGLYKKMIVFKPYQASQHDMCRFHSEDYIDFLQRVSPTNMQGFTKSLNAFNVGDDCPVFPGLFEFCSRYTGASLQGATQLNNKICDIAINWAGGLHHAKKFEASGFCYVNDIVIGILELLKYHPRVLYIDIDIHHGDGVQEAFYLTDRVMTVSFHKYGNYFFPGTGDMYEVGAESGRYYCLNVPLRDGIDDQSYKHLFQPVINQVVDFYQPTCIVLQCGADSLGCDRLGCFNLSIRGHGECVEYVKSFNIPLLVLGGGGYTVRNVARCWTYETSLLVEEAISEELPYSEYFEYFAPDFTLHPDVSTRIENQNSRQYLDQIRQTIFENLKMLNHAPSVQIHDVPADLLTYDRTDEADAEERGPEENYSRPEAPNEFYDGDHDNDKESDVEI
KCNK9 block: blocks the human KCNK9 two-pore domain potassium channel; hit rate 1.2% among 310,000; AID 488922; B-score at 10 µM; HEK293 KCNK9, FluxOR thallium flux fluorescence; stronger effect = lower value; Q9NPC2;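 active = ratio B-score over 3 SD below the library mean, with starting fluorescence within 5 SD of its mean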;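 also: negative B-score means less thallium flux so channel inhibition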
hERG rescue: compounds protecting human hERG from proarrhythmic drug block; Q12809; activation (rescue from dofetilide block), less the hit threshold, % at 10 µM; AID 1511; hit rate 0.51% among 310,000; CHO-hERG, FluxOR thallium flux, dofetilide IC70 present;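 active = activation above the mean of controls blocked by dofetilide plus 5 SD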;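 also: thallium influx through hERG after potassium depolarization seen as dye fluorescence rise; in these data hits start at about 4.7%; inactives centre near -7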
PolyA inhibitor: inhibitors of polyadenylation in S. cerevisiae; AID 1875; calls only at 12 µM; S. cerevisiae SKY197-pL101 polyadenylation reporter, beta-gal luminescence; efflux-impaired pdr1/pdr3 knockout yeast; score 100 = 6 SD above DMSO; hit rate 0.02% among 300,000;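 active = lowest replicate activity score at least 50, where 100 means six control SD above control mean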;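 also: yeast exposed to compound for 9 h at 30 °C; higher score means more reporter readthrough which indicates perturbed polyadenylation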
KCNQ1 pot: potentiates or activates the human KCNQ1 potassium channel; B-score at 10 µM; P51787; CHO-K1 KCNQ1, thallium flux FluxOR fluorescence; stronger effect = higher value; hit rate 0.35% among 310,000;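 active = fluorescence ratio B-score, a plate-corrected score, at least three library SD, with initial intensity B-score within 5 SD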
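System: CHO-K1 cells stably expressing KCNQ1 / Medium: assay buffer for compound exposure, DMSO matched across wells / Reagent: thallium- and potassium-containing depolarizing buffer / Compound: one concentration, matched DMSO / Incubation: 20 min compound pretreatment at room temperature / Measured by: kinetic FluxOR fluorescence, 10 s baseline plus 110 s post-stimulus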
RGS4 act: RGS4 potentiation or activation. HEK293 M3R/inducible RGS4, carbachol calcium flux Fluo4; stronger effect = lower value. hit rate 0.92% among 310,000. AID 463111. B-score at 10 µM;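 active = B-score of the integrated calcium signal more than 4 SD below the library mean, with starting fluorescence not abnormally high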;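 also: negative B-score means reduced calcium response which marks RGS4 activation or potentiation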
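test system = M3R-expressing HEK293 line, RGS4 induced by doxycycline | probe or stimulus = carbachol at ECmax as muscarinic agonist stimulus | timing = dye loading 30 min 37 °C, buffer rest 30 min RT | signal = calcium dye Fluo4 fluorescence | evaluation = B score from integrated fluorescence ratio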
GSK3beta inhib: inhibitors of human GSK3beta kinase; activity score (negative = inhibition), % at 10 µM; hit rate 0.038% among 300,000; GST-GSK3beta kinase, ADP-Glo luminescence, 60 min; stronger effect = lower value; P49841; AID 2097;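 active = more than half of replicate wells score below -50%, meaning over 50% inhibition versus plate controls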;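 also: 0% = median DMSO wells and -100% = median GW8510 positive control wells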
Target sequence (P49841 whole entry, looked up): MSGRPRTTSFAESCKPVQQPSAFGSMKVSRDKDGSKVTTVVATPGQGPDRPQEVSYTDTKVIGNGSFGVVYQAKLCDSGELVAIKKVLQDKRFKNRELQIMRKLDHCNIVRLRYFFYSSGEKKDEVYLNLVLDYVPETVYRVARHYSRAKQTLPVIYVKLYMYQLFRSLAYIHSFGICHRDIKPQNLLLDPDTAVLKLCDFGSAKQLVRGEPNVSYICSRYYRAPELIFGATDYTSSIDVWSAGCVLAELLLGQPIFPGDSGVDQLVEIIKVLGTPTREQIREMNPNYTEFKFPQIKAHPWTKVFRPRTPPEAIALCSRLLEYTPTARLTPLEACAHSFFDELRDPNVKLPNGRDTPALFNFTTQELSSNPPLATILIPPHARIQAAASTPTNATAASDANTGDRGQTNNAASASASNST
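Assay system: GST-tagged human GSK3beta kinase, cell-free; Input: 1.6 ng GSK3beta; Medium: Tris/MgCl2 kinase buffer; Timing: 60 min enzyme reaction, room temperature; Signal: ADP-Glo luminescence quantifying ADP generated by kinase; Evaluation: score relative to plate controls; Benchmarks: DMSO neutral wells and GW8510 at 20 µM as positive.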
Dyrk1A ADPGlo: inhibitors of rat Dyrk1A kinase; Q63470; ADP-Glo luminescence, NFATc1 peptide; inhibition, % at 12.5 µM; hit rate 0.43% among 310,000; AID 504441; in the data active = inhibition above about 50%;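 also: plate controls were vehicle with enzyme for no effect and no enzyme for full effect; many of its hits are not listed in these tables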
KCNQ1 block: inhibitors of human KCNQ1 potassium channel | P51787 | CHO-K1 KCNQ1, FluxOR thallium flux fluorescence; stronger effect = higher value | B-score at 10 µM | hit rate 1.3% among 310,000 | AID 2642;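 active = compounds whose thallium flux B-score, printed positive for inhibition, exceeds three library SD while starting fluorescence stays within three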;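 also: channel opened by potassium depolarization with thallium stimulus after 20 min compound exposure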
KCNK3 inh: human KCNK3 channel inhibition, primary screen | O14649 | CHO-KCNK3 thallium flux, FluxOR fluorescence; stronger effect = lower value | B-score at 10 µM | hit rate 0.84% among 340,000;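 active = B-score under library mean minus 4 SD, starting fluorescence ratio at most library mean plus 5 SD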;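 also: more negative B-score means stronger inhibition of thallium flux through KCNK3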
GSK3A inh: inhibitors of human GSK-3 alpha kinase; P49840; inhibition, % at 10 µM; hit rate 0.1% among 320,000; AID 2650; ADP-Glo luminescence, 60 min;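 in the data active = inhibition above about 50%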;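 also: GST-tagged GSK-3 alpha with peptide substrate and 25 µM ATP; 0% = DMSO neutral wells and 100% = GW8510 positive control wells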
* hit, by the source's call; i = inactive; · = not tested or not shown.

canonical_smiles	HDAC3 inhib	KCNK9 block	hERG rescue	PolyA inhibitor	KCNQ1 pot	RGS4 act	GSK3beta inhib	Dyrk1A ADPGlo	KCNQ1 block	KCNK3 inh	GSK3A inh
NC(=O)CSCc1ccc(Br)cc1	6	i	-4	i	i	i	5	0	i	i	-3
N/C(=N\c1nc2c(c(=O)[nH]1)CCC2)Nc1cccc2ccccc12	3	i	-6	i	i	i	-1	-1	i	i	7
O=C(CSc1nnnn1-c1ccc2c(c1)CCC2)Nc1ccc2c(c1)OCCO2	1	i	1	i	i	i	5	0	i	i	-4
N#Cc1ccc(-c2cccnc2)nc1SCC(=O)c1ccccc1	-1	i	-4	i	i	i	-4	15	i	i	-9
CCc1cc(=O)oc2c3c(cc(OCC(=O)NC4CC4)c12)OC(C)(C)CC3	-65	i	-8	i	i	i	2	36	i	i	-1
CCOc1ccc(-c2c(C(=O)N/N=C/c3ccc(OC(C)C)cc3)nnn2-c2nonc2N)cc1	1	i	-5	i	i	i	2	1	i	i	-2
CNC(=S)N(CCc1c(C)[nH]c2ccc(C)cc12)Cc1ccco1	7	i	-5	i	i	i	-2	15	i	i	0
CCC(=O)N(Cc1c(C)nn(-c2ccccc2)c1Cl)c1ccc(Cl)cc1	-1	i	-13	i	i	i	2	-9	6*	i	1
O=C(CCc1nnc2ccc(NCc3ccco3)nn12)N1CCCCC1	0	i	-11	i	i	i	0	·	i	i	-1
COc1ccc(Br)cc1C1CC(=O)C(C)C(c2cc(Br)ccc2OC)N1 (stereo unspecified)	-3	i	-5	i	i	i	0	4	i	i	-1
CCn1c(=O)cc(SCC(=O)N2CCN(C3CCCCC3)CC2)c2ccccc21	3	i	-15	i	i	i	0	6	i	i	-2
COc1ccc(-c2nc3c(c(SCC(=O)N4CCCC4)n2)COC(C)(C)C3)cc1	-4	i	-9	i	i	i	-4	3	i	i	-4
CCN=c1scc(C)n1/N=C/c1ccsc1	4	i	-12	i	i	i	0	-7	i	i	0
O=C(CCOc1ccccc1)Nc1ccnn1C1CCN(CCc2ccccc2)CC1	-8	i	-3	i	i	i	1	4	i	i	4
Cc1ccc(S(=O)(=O)N(C)C)cc1NC(=S)Nc1cccc2ccccc12	-4	-7.1*	-5	i	i	i	-1	4	i	i	3
Cc1ccccc1NC(=O)NC1(C(=O)N2CCC(O)CC2)CCCCC1	2	i	-6	i	i	i	1	3	i	i	-1
Cc1nn(C)c(C)c1CN(Cc1nc(-c2cc(F)ccc2F)oc1C)C1CC1	5	i	-17	i	i	i	1	1	i	i	-1
CC(C)(C)[C@H]1CCC(=O)N([C@H](CSc2ccccc2)Cc2ccccc2)CC1	-3	-6.8*	-9	i	i	i	-1	-6	i	i	-2
CCC(CC)NC(=O)CC(c1ccccc1)c1ccccc1	3	i	-8	i	i	i	-1	1	i	i	-1
Cc1nn(C(C)(C)C)c(NC(=O)c2ccccc2)c1C#N	-2	i	-4	i	i	i	0	6	i	i	-2
CCc1ccc(S(=O)(=O)ON2C(=O)c3ccccc3C2=O)cc1	·	i	-10	i	i	i	2	3	i	i	·
CCCCOCCCN1CC(=O)N2[C@@H](Cc3c([nH]c4ccccc34)C2(C)C)C1=O	5	i	-3	i	i	i	-2	-1	i	i	3
O=C(NCc1ccccc1)C12CN(Cc3ccccc3)CC1C(c1ccc([N+](=O)[O-])cc1)=NO2 (stereo unspecified)	0	i	-6	i	i	i	-1	6	i	i	0
Cc1cc(C(=O)Nc2ccccc2N2CCOCC2)ccc1[N+](=O)[O-]	6	i	-5	i	i	i	1	·	i	i	0
CCN(CC)CCN(C(=O)c1cc(Cl)sc1Cl)c1nc2cc3c(cc2s1)OCO3	14	i	-15	i	i	i	-4	-4	7*	-9*	0
COc1ccc(S(=O)(=O)NNC(=O)c2ccccc2-n2cccc2)cc1	5	i	-6	i	i	i	0	-7	i	i	0
Cc1cccc(NC(=O)[C@H](NC(=O)[C@@H]2Cc3ccccc3CN2)c2ccccc2)c1	-4	i	-13	i	i	i	-2	·	i	i	0
c1ccc(Nc2ncnc3c2oc2ccccc23)cc1	1	i	-6	i	i	i	0	5	i	i	-4
O=C(CNC(=O)c1cccs1)N/N=C/c1ccc(Cl)cc1	-1	i	-6	i	i	i	-1	-4	i	i	0
Cc1ccc(N=C2NC(=O)C(CC(=O)O)S2)cc1 (stereo unspecified)	-2	i	-8	i	i	i	-1	3	i	i	-4
CC(C)c1ccc(C(=O)OC2CCOC2=O)cc1 (stereo unspecified)	-7	i	-7	i	i	i	-1	-6	i	i	-4
COc1ccc(C(=O)OC(C)C(=O)Nc2cc(C(F)(F)F)ccc2Cl)c(OC)c1OC (stereo unspecified)	15	i	-9	i	i	i	1	5	i	i	1
CC(C)CCOC(=O)/C(=C/c1ccco1)NC(=O)/C=C/c1ccccc1	12	i	-21	i	i	i	0	2	i	i	0
COC(=O)c1c(O)c2c([nH]c1=O)CCCC2	-7	i	-3	i	i	i	1	2	i	i	-3
O=C(CCCO)NNc1c2ccccc2nc2ccccc12	3	i	-11	i	i	i	1	7	i	i	3
CC(C)OC(=O)C1Cc2ccccc2CN1S(=O)(=O)c1cccs1 (stereo unspecified)	-8	i	-8	i	i	i	·	-8	i	i	-1
CCOC(=O)C1CCCN(CC(=O)/C=C2/N(C)c3ccccc3C2(C)C)C1 (stereo unspecified)	0	i	-10	i	i	i	3	0	i	i	-2
CCOC(=O)c1ccc(NC(=O)N2CCN(CCc3ccccc3)CC2)cc1	4	i	-12	i	i	i	0	2	i	i	0
Cc1ccc(C)c(OCC(=O)Nc2ccc(S(=O)(=O)Nc3ccccn3)cc2)c1	-5	i	-4	i	i	i	-3	-1	i	i	-5
Cc1cccc(N2CC(C(=O)OCc3ccc([N+](=O)[O-])cc3)CC2=O)c1 (stereo unspecified)	-2	i	-17	i	i	i	2	·	i	i	20
COc1ccccc1OCC(=O)Nc1cc(Cl)ccc1Oc1ccccc1	-4	i	-7	i	i	-9.1*	3	-5	i	i	-1
COc1ccccc1C(=O)COC(=O)/C=C/c1ccccc1	4	i	-16	i	i	i	-3	0	i	i	0
CC(=O)Nc1ccc(C(=O)NCC2(N3CCCCC3)CCCCC2)cc1	4	i	-10	i	i	i	-1	2	i	i	-2
CC1CC(C)CN(C(=O)Cn2c(=O)n(CCCC(=O)NCc3ccco3)c(=O)c3sccc32)C1 (stereo unspecified)	14	i	-5	i	i	i	0	-1	i	i	-1
CCOc1cc(/C=N/Nc2nc(Nc3ccccc3)nc(N3CCCCC3)n2)ccc1OCC(=O)O	6	i	-21	i	i	i	-2	-1	i	i	-2
O=C(NCC1CCCO1)c1ccccc1-c1nc(-c2ccccc2Cl)no1 (stereo unspecified)	7	i	-2	i	i	i	1	1	i	i	2
Cc1nc(CNS(=O)(=O)c2cccc(F)c2)cs1	-11	i	-3	i	i	i	2	0	i	i	-2
COc1cc(CCNC(=O)c2ccccc2NC(=O)C2=C(C)OCCS2)cc(OC)c1OC	-3	i	-25	i	i	i	4	-1	i	i	4
Cc1c(NC(=O)COC(=O)C2=COCCO2)cccc1[N+](=O)[O-]	1	i	-7	i	i	i	0	-1	i	i	1
O=C(NCCOc1ccccc1)c1cc(C(=O)NCCOc2ccccc2)cc([N+](=O)[O-])c1	1	i	-9	i	i	i	-4	4	i	i	-1
Cc1cc(NC(=O)c2ccccc2F)ncc1NC(=O)c1cccs1	9	i	-11	i	i	i	1	1	i	i	·
COCCCNCCOCCOc1c(OC)cccc1OC	-2	i	-3	i	i	i	-2	-5	i	i	0
C[C@@H](C(=O)Nc1cccnc1)n1c(=O)[nH]c2ccccc2c1=O	-1	i	-4	i	i	i	2	-1	i	i	-13
CCCc1nn(C)c(C(N)=O)c1[N+](=O)[O-]	-3	i	-3	i	i	i	3	-1	i	i	1
CN(C)NC(=S)Nc1ccc(S(=O)(=O)N2CCCCC2)cc1	6	i	-10	i	i	i	3	·	i	i	1
COc1ccc(/C=C2/CCc3ccccc3C2=O)cc1OC	5	i	-14	i	i	i	7	1	i	i	-2
CC(C)(Oc1ccc(Cl)cc1)C(=O)Nc1cccnc1	0	i	-7	i	i	i	1	6	i	i	3
O=C1CC(N2CCOCC2)C(=O)N1CCc1ccccc1 (stereo unspecified)	0	i	-5	i	i	i	-3	7	i	i	-1
Cc1cccc(OCc2nc(C#N)c(N3CC(C)CC(C)C3)o2)c1 (stereo unspecified)	-7	i	-11	i	i	-9.1*	2	-11	8*	-12*	-1
COc1ccccc1OCC(=O)NCCC1=CCCCC1	8	i	0	i	i	i	-1	-7	i	i	-3

Further entries follow.
canonical_smiles	HDAC3 inhib	KCNK9 block	hERG rescue	PolyA inhibitor	KCNQ1 pot	RGS4 act	GSK3beta inhib	Dyrk1A ADPGlo	KCNQ1 block	KCNK3 inh	GSK3A inh
CO/N=C/C(c1ncc(C(F)(F)F)cc1Cl)S(=O)(=O)c1ccccc1 (stereo unspecified)	-6	i	-5	i	i	i	-1	-5	i	i	-2
Brc1ccccc1-c1nc(-c2ccccc2)no1	0	i	-2	i	i	i	-2	·	i	·	0
COc1ccc(CN2C(=O)NC3(CCCC3)C2=O)cc1F	-4	i	-2	i	i	i	0	-3	i	i	-2
CCOc1ccc(-n2c(=O)[nH]c3sc4c(c3c2=O)CCCC4)cc1	·	i	-10	i	i	i	-1	13	i	i	0
Cc1ccc([C@@H]2[C@@H]3C(=O)N(C)C(=O)[C@@H]3[C@@H]3C(=O)Nc4ccccc4C(=O)N23)cc1	0	i	-3	i	i	i	-2	-2	i	i	-2
C/C(=N\NC(=O)Cc1c(F)cccc1Cl)c1cccnc1	-8	i	-6	i	i	i	0	-6	i	i	-2

An excerpt, so the mix of outcomes need not match the whole.
